Ba/F3 V617F tox – lowers viability of Ba/F3 cells expressing EpoR and JAK2V617F; ATP luminescence; inhibition, % at 5.6 µM; hit rate 1.1% among 220,000; AID 1446;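 active = inhibition above the campaign mean plus 3 SD over all tested compounds, cut at about 24% in these data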;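 also: cytokine-independent growth of Ba/F3 cells driven by EpoR plus mutant JAK2; 0% = DMSO-treated cells and 100% = JAK inhibitor I control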
PERK inh – human PERK inhibition, primary cell-based screen; hit rate 0.17% among 220,000; inhibition, % at 5.6 µM; CHO PERK-DD fusion, SEAP luminescence translation reporter; AID 1416;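 active = inhibition above the mean inhibition of all tested compounds plus 3 SD, set separately per screening campaign, cut at about 2.9% in these data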;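 also: PERK kinase domain activated by AP20187 dimerizer at 100 nM; 0% = DMSO with dimerizer and 100% = rapamycin at 8.4 µM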
Target sequence (Q9NZJ5 whole entry, looked up, the tested form may be a part): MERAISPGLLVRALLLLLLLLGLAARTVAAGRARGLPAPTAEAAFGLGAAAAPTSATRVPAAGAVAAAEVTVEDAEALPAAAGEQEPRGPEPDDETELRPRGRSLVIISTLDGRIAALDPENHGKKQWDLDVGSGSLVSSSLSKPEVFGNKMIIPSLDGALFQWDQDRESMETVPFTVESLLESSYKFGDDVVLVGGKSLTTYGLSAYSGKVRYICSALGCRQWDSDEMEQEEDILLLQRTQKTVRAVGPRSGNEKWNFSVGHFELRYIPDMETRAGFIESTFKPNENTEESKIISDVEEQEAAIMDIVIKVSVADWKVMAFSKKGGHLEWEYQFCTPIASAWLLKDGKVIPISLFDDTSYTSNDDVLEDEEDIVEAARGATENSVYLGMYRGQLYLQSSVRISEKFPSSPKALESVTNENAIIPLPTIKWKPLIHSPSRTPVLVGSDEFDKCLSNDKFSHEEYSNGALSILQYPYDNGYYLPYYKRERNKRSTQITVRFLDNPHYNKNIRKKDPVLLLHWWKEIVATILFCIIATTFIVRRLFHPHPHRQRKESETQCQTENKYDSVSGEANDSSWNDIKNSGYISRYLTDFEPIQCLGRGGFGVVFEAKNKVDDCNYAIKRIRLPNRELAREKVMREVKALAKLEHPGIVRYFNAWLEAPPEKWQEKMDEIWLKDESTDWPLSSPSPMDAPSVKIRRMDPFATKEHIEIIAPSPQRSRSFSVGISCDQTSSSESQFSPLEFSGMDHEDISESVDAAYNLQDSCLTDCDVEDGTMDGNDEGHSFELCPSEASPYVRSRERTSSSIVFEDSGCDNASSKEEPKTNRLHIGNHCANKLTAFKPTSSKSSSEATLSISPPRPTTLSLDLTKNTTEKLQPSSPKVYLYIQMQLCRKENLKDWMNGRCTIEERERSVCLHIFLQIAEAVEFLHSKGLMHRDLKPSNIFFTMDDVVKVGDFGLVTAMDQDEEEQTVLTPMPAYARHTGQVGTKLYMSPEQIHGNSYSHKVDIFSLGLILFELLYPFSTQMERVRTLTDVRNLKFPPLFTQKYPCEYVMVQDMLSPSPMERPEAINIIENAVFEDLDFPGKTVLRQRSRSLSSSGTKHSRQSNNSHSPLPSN
BaF3 tox – parental Ba/F3 viability inhibition as JAK2V617F counter-screen. inhibition, % at 5.6 µM. hit rate 1.1% among 220,000. AID 1486. CellTiter-Glo ATP luminescence;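 active = inhibition above a per-campaign cutoff, the mean inhibition of all tested compounds plus 3 SD, cut at about 27% in these data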;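 also: 0% = DMSO wells and 100% = JAK Inhibitor I control wells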
S1P4 antagonist – blocks the human S1P4 receptor; O95977; S1P4-expressing cells, antagonist mode, reporter read-out; inhibition, % at 4.98 µM; hit rate 0.26% among 220,000; AID 1510; in the data active = inhibition above about 29%;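 also: 0% = wells stimulated with agonist and 100% = vehicle wells without agonist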
NPY-Y2 PAM-ag – potentiates or activates human NPY-Y2 receptor; P49146; cells expressing NPY-Y2, potentiator/agonist read-out; activation, % at 3.6 µM; hit rate 0.45% among 220,000; in the data active = activation above about 27%;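 also: cells stimulated with NPY near EC25 plus isoproterenol at EC100; 0% = vehicle plus submaximal agonist and 100% = vehicle plus saturating agonist; some results beyond the cut were filed as inactive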
S1P4 ag – human S1P4 receptor agonism. O95977. S1P4-expressing cell line, agonist reporter assay. activation, % at 4.98 µM. hit rate 0.35% among 220,000; in the data active = activation above about 11%;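 also: 0% = DMSO vehicle and 100% = reference agonist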
eIF4E-4G inh – inhibitors of eIF4E and eIF4G interaction in translation initiation; P63073+Q04637; TR-FRET eIF4E-eIF4GI(517-606) binding, 2 h; inhibition, % at 21.7 µM; hit rate 0.37% among 220,000; AID 782;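 active = inhibition above about 30%, limit read from the data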;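 also: 0% = full FRET control wells and 100% = background wells lacking eIF4GI fragment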
MDM2 E3 inh – inhibitors of human Mdm2 E3 ubiquitin ligase. cell-based MDM2 ubiquitination luciferase reporter, 2 h; 0 = plate control, 100 = twice control, blank-subtracted. signal enhancement, % at 5 µM. hit rate 0.11% among 210,000. AID 1230;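 active = signal enhancement of 30% or more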;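 also: luminescence tracks abundance of the self-degrading MDM2-luciferase fusion protein; higher signal means inhibition of MDM2 E3 ligase activity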
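Buffer or medium: Cells held in DMEM | Assay system: Stable mammalian line carrying autodegrading MDM2–luciferase fusion reporter | Quantity: 2000 cells/well | Times: 4 h settle plus 2 h compound, 37 °C | Doses: One concentration, 5 µM, with 0.2% DMSO | Technique: Luminescence with SteadyLite reagent, 15 min at room temperature | Benchmarks: Plate controls and plate blanks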
Wee1 stabilizer – human Wee1 degradation inhibition, primary screen; hit rate 1.2% among 220,000; AID 1321; reporter increase, % at 5 µM; HeLa Luc-Wee1K328M stability, luciferase luminescence; 100% = proteasome inhibitor MG132 effect;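 active = activation above the mean of all tested compounds plus 3 SD, set per screening run, cut at about 8.8% in these data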;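 also: cells exposed to compound for 20 h before luminescence read; 0% = DMSO alone and 100% = MG132 at 30 µM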
* marks the source's active call; other numbers are inactive results; [ ] = another dose, or the depositor's remark.

Results for O=C(Nc1ccc2c(c1)OCO2)C1CC(=O)N(CCc2ccccc2)C1 (centres undefined) ?
Ba/F3 V617F tox: -1; PERK inh: 1.4; BaF3 tox: 2; S1P4 antagonist: 2; NPY-Y2 PAM-ag: 4; S1P4 ag: 1.7; eIF4E-4G inh: 0; MDM2 E3 inh: 10; Wee1 stabilizer: 7

How did COc1ccc(NC(=O)c2ccco2)cc1NC(=O)c1cc2ccccc2o1 do in these assays?
Ba/F3 V617F tox: 1; PERK inh: -1.0; BaF3 tox: 8; S1P4 antagonist: -21; NPY-Y2 PAM-ag: -24; S1P4 ag: 0.4; eIF4E-4G inh: -4; MDM2 E3 inh: -14; Wee1 stabilizer: 2

What do the screens show for `CC1(C)Cc2c(sc3c2c(=N)n(Cc2ccco2)c(=O)n3Cc2ccc(Cl)cc2)CO1`?
Ba/F3 V617F tox: 0; PERK inh: -1.0; BaF3 tox: 5; S1P4 antagonist: -18; NPY-Y2 PAM-ag: 2; S1P4 ag: -1.5; eIF4E-4G inh: -9; MDM2 E3 inh: -6; Wee1 stabilizer: -1

What do the screens show for `COc1ccc(Br)cc1/C=N/NC(=O)c1cc(OC)c(OC)c(OC)c1`?
Ba/F3 V617F tox: 1; PERK inh: 0.1; BaF3 tox: 18; S1P4 antagonist: 1; NPY-Y2 PAM-ag: -11; S1P4 ag: 0.3; eIF4E-4G inh: 3[fluorescence artefact?]; MDM2 E3 inh: 1; Wee1 stabilizer: 2

How did COc1cccc(CNC(=O)C2CCCN(S(C)(=O)=O)C2)c1 (centres undefined) do in these assays?
Ba/F3 V617F tox: -2; PERK inh: 0.9; BaF3 tox: 2; S1P4 antagonist: 6; NPY-Y2 PAM-ag: 14; S1P4 ag: 0.9; eIF4E-4G inh: 7[fluorescence artefact?]; MDM2 E3 inh: -15; Wee1 stabilizer: 0

How did COC(=O)c1cccc(NC(=O)c2ccc(OC)c(Cl)c2)c1 do in these assays?
Ba/F3 V617F tox: 1; PERK inh: 0.3; BaF3 tox: 7; S1P4 antagonist: -13; NPY-Y2 PAM-ag: -23; S1P4 ag: 1.8; eIF4E-4G inh: 0; MDM2 E3 inh: -2; Wee1 stabilizer: 1

How did CCCCNC(C(=O)Nc1ccc(Cl)c([N+](=O)[O-])c1)c1ccccc1 (centres undefined) do in these assays?
Ba/F3 V617F tox: -2; PERK inh: 0.2; BaF3 tox: 6; S1P4 antagonist: -4; NPY-Y2 PAM-ag: -2; S1P4 ag: 0.0; eIF4E-4G inh: 4; MDM2 E3 inh: -8; Wee1 stabilizer: 0

Results for Cc1ccc2sc(NNC(=O)C3COc4ccccc4O3)nc2c1C (centres undefined) ?
Ba/F3 V617F tox: -2; PERK inh: 1.1; BaF3 tox: 6; S1P4 antagonist: 0; NPY-Y2 PAM-ag: 1; S1P4 ag: 1.0; eIF4E-4G inh: -2[fluorescence artefact?]; Wee1 stabilizer: -1

What do the screens show for `COc1ccnc(Oc2ccc(F)cc2)c1C#N`?
Ba/F3 V617F tox: 2; PERK inh: 0.9; BaF3 tox: 2; S1P4 antagonist: -2; NPY-Y2 PAM-ag: -23; S1P4 ag: -1.1; eIF4E-4G inh: -1; MDM2 E3 inh: -6; Wee1 stabilizer: -1

Results for Brc1ccc(-c2cn3ccccc3n2)s1 ?
Ba/F3 V617F tox: 3; PERK inh: -0.9; BaF3 tox: 3; S1P4 antagonist: 0; NPY-Y2 PAM-ag: -3; S1P4 ag: 1.8; eIF4E-4G inh: -3; MDM2 E3 inh: -5; Wee1 stabilizer: 0

How did COc1cccc(-n2nnc3c(=O)n(CC(=O)OCc4ccccc4)cnc32)c1 do in these assays?
Ba/F3 V617F tox: -3; PERK inh: 2.3; BaF3 tox: -3; S1P4 antagonist: -16; NPY-Y2 PAM-ag: 7; S1P4 ag: 1.4; eIF4E-4G inh: -8; MDM2 E3 inh: -8; Wee1 stabilizer: 5

What do the screens show for `CC(=O)Nc1ccc(/C=N/NC(=O)c2cc(-c3ccco3)nc3ccccc23)cc1`?
Ba/F3 V617F tox: -3; PERK inh: -0.3; BaF3 tox: 4; S1P4 antagonist: -2; NPY-Y2 PAM-ag: -8; S1P4 ag: 1.7; eIF4E-4G inh: 2; MDM2 E3 inh: -9; Wee1 stabilizer: -1

How did O=C(NC(=S)Nc1nc2c(s1)CCCC2)c1ccc(C(=O)c2ccccc2)cc1 do in these assays?
Ba/F3 V617F tox: 1; PERK inh: 0.0; BaF3 tox: 10; S1P4 antagonist: -21; NPY-Y2 PAM-ag: 1; S1P4 ag: -0.8; eIF4E-4G inh: -2; MDM2 E3 inh: -3; Wee1 stabilizer: 0

Results for Cc1ccc(-c2noc(CCC(=O)Nc3ccccc3N3CCN(C)CC3)n2)cc1 ?
Ba/F3 V617F tox: -1; PERK inh: -1.1; BaF3 tox: 3; S1P4 antagonist: -14; NPY-Y2 PAM-ag: 7; S1P4 ag: -0.7; eIF4E-4G inh: 1; MDM2 E3 inh: -4; Wee1 stabilizer: 7

How did Cc1sc2nc(SCC(=O)NCc3ccco3)n(-c3ccccc3)c(=O)c2c1C do in these assays?
Ba/F3 V617F tox: 0; PERK inh: 0.4; BaF3 tox: 6; S1P4 antagonist: -8; NPY-Y2 PAM-ag: 2; S1P4 ag: -4.2; eIF4E-4G inh: 1; MDM2 E3 inh: 3; Wee1 stabilizer: 1

Results for COC(=O)c1cc(NC(=O)c2c(Cl)cnn2C)cc(C(=O)OC)c1 ?
Ba/F3 V617F tox: 4; PERK inh: 0.1; BaF3 tox: 9; S1P4 antagonist: -14; NPY-Y2 PAM-ag: 2; S1P4 ag: 1.1; eIF4E-4G inh: -1; MDM2 E3 inh: -12; Wee1 stabilizer: -2

Results for COc1ccc(C(=O)NNC(=O)c2cnccn2)cc1[N+](=O)[O-] ?
Ba/F3 V617F tox: -5; PERK inh: 0.4; BaF3 tox: 1; S1P4 antagonist: -4; NPY-Y2 PAM-ag: 6; S1P4 ag: 0.4; eIF4E-4G inh: -11; MDM2 E3 inh: -13; Wee1 stabilizer: -1

Results for CN(C(=O)c1ccno1)c1nnc(-c2cnccn2)s1 ?
Ba/F3 V617F tox: 0; PERK inh: 0.2; BaF3 tox: 4; S1P4 antagonist: -7; NPY-Y2 PAM-ag: -5; S1P4 ag: 0.5; eIF4E-4G inh: 9[fluorescence artefact?]; MDM2 E3 inh: -16; Wee1 stabilizer: -1

How did COc1ccc(C(=O)c2ccc(OC)c(OC)c2)cc1 do in these assays?
Ba/F3 V617F tox: -2; PERK inh: 0.2; BaF3 tox: 2; S1P4 antagonist: -29; NPY-Y2 PAM-ag: -5; S1P4 ag: -2.6; eIF4E-4G inh: -3; MDM2 E3 inh: -39; Wee1 stabilizer: -2

What do the screens show for `O=C(Nc1cccc(S(=O)(=O)N2CCCCCC2)c1)c1ccc2ccccc2n1`?
Ba/F3 V617F tox: 2; PERK inh: -0.1; BaF3 tox: 6; S1P4 antagonist: -2; NPY-Y2 PAM-ag: 2; S1P4 ag: -1.7; eIF4E-4G inh: 5; MDM2 E3 inh: -4; Wee1 stabilizer: 0

How did Cc1[nH]c2c(ccc3ccccc32)c1C1C(CCN)C1(C)C (centres undefined) do in these assays?
Ba/F3 V617F tox: -2; PERK inh: -2.5; BaF3 tox: 4; S1P4 antagonist: 7; NPY-Y2 PAM-ag: 7; S1P4 ag: 1.6; eIF4E-4G inh: -6[fluorescence artefact?]; MDM2 E3 inh: -12; Wee1 stabilizer: 0

Results for CC(=O)N1CCC2(CC1)CC(=O)c1cc(OCC(=O)N3CCOCC3)ccc1O2 ?
Ba/F3 V617F tox: 0; PERK inh: 2.1; BaF3 tox: 4; S1P4 antagonist: 4; NPY-Y2 PAM-ag: -2; S1P4 ag: 2.1; eIF4E-4G inh: 2; MDM2 E3 inh: -8; Wee1 stabilizer: 5

How did CC(=O)Oc1ccc(C(=O)Nc2nnc(C)s2)cc1 do in these assays?
Ba/F3 V617F tox: -3; PERK inh: 1.0; BaF3 tox: -1; S1P4 antagonist: -3; NPY-Y2 PAM-ag: 8; S1P4 ag: 0.0; eIF4E-4G inh: 3; MDM2 E3 inh: -3; Wee1 stabilizer: -1

What do the screens show for `Cc1ccc(N(C(=O)c2cc3ccccc3oc2=O)C2C=CS(=O)(=O)C2)cc1` (centres undefined)?
Ba/F3 V617F tox: -4; PERK inh: 0.2; BaF3 tox: -3; S1P4 antagonist: -17; NPY-Y2 PAM-ag: 12; S1P4 ag: -3.6; eIF4E-4G inh: 2; MDM2 E3 inh: -8; Wee1 stabilizer: -1

How did O=C(CSc1nc2ccccc2[nH]1)N=Nc1c(O)[nH]c2ccccc12 do in these assays?
Ba/F3 V617F tox: -1; PERK inh: -0.2; BaF3 tox: 1; S1P4 antagonist: 6; NPY-Y2 PAM-ag: -9; S1P4 ag: 2.7; eIF4E-4G inh: -2[fluorescence artefact?]; MDM2 E3 inh: -4; Wee1 stabilizer: -1

Results for O=C(CN(CCc1ccccc1)S(=O)(=O)c1ccc(Cl)cc1)N/N=C/c1ccc2c(c1)OCO2 ?
Ba/F3 V617F tox: -3; PERK inh: 1.2; BaF3 tox: -2; S1P4 antagonist: -4; NPY-Y2 PAM-ag: 4; S1P4 ag: 0.0; eIF4E-4G inh: 1[fluorescence artefact?]; MDM2 E3 inh: -5; Wee1 stabilizer: 3

What do the screens show for `C=CCNC(=O)NC(=S)c1ccccc1`?
Ba/F3 V617F tox: 0; PERK inh: 0.4; BaF3 tox: 3; S1P4 antagonist: -4; NPY-Y2 PAM-ag: -4; S1P4 ag: 1.1; eIF4E-4G inh: -3; MDM2 E3 inh: -15; Wee1 stabilizer: -2

What do the screens show for `COC(=O)C1=NN(c2ccc(Cl)cc2)C2C(=O)N(c3ccccc3OC)C(=O)C12` (centres undefined)?
Ba/F3 V617F tox: 3; PERK inh: -0.5; BaF3 tox: 6; S1P4 antagonist: -8; NPY-Y2 PAM-ag: 0; S1P4 ag: 0.5; eIF4E-4G inh: -1[fluorescence artefact?]; Wee1 stabilizer: 2

What do the screens show for `CCOC(=O)c1ccc(NC(=O)c2cc(OC)c(OC)c(OC)c2Br)cc1`?
Ba/F3 V617F tox: 1; PERK inh: -1.2; BaF3 tox: 6; S1P4 antagonist: -11; NPY-Y2 PAM-ag: 0; S1P4 ag: 0.2; eIF4E-4G inh: -4; MDM2 E3 inh: -17; Wee1 stabilizer: 4

How did CC1(C)C(=O)Nc2ccccc2N1C(=O)CN1C(=O)NC(CCc2ccccc2)C1=O (centres undefined) do in these assays?
Ba/F3 V617F tox: 2; PERK inh: -0.4; BaF3 tox: 4; S1P4 antagonist: 5; NPY-Y2 PAM-ag: -7; S1P4 ag: -2.6; eIF4E-4G inh: 8; MDM2 E3 inh: -10; Wee1 stabilizer: 0

How did Oc1ccc(C2C=C(c3ccc(F)cc3)Nc3ncnn32)cc1 (centres undefined) do in these assays?
Ba/F3 V617F tox: -4; PERK inh: 2.1; BaF3 tox: -7; S1P4 antagonist: 43*; NPY-Y2 PAM-ag: 16; S1P4 ag: -0.7; eIF4E-4G inh: -7; MDM2 E3 inh: -9; Wee1 stabilizer: -2

Source: PubChem (several laboratories)
